AI-2 QS mod = Vibrio harveyi AI-2 quorum sensing modulators, primary screen, JMH597 strain, luminescence/OD600 ratio | Vibrio harveyi JMH597 AI-2 luminescence/OD600 ratio, 9 h; active compounds read low; strain lacks LuxN and CqsS sensors; 0 = neutral-control median | activity change, % at 7.5 µM | actives 0.4% (n = 300,000) | AID 2094, 2009; in the data active = activity change below about -75%, passing the limit was not always enough;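 also: luminescence divided by OD600 gain over 9 h not by final OD600 alone; inactives centre near 13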
TRPC4 act = activators of mouse TRPC4 channel, primary screen, Fluo4 calcium, HEK293 TRPC4beta/mu-opioid cells; Fluo4 calcium fluorescence; active compounds read high; actives 0.49% (n = 310,000); B-score at 10 µM;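 active = B-score above 5 SD of library B-scores, and initial fluorescence ratio not above library mean plus 5 SD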;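 also: positive B-score marks a calcium rise read as TRPC4 activation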
Target sequence (Q9QUQ5 whole entry, looked up): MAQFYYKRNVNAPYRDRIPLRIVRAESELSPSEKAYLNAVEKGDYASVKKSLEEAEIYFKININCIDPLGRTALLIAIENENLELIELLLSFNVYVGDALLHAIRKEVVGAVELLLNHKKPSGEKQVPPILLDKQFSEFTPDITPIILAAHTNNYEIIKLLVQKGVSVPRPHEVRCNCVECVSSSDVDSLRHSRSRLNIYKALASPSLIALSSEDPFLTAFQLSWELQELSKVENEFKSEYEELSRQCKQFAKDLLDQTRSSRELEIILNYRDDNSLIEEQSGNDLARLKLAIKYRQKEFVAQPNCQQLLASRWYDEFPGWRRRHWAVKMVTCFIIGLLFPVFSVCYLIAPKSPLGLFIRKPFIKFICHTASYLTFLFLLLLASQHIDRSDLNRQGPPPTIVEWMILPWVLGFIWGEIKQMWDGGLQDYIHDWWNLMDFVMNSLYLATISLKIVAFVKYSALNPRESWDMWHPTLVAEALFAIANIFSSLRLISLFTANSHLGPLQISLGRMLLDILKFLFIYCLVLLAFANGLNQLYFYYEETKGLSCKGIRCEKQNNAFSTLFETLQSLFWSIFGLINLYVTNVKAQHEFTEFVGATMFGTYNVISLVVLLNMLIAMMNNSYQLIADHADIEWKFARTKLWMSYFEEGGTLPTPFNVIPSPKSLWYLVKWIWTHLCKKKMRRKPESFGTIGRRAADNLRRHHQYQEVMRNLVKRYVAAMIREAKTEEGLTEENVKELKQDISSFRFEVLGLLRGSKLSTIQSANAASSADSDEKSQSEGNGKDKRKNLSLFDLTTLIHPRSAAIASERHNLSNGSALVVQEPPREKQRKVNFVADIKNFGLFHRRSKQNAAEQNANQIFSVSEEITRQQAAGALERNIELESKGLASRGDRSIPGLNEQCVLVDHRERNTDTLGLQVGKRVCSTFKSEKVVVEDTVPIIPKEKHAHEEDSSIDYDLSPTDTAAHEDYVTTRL
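System – HEK293 cells stably co-expressing mouse TRPC4beta and mu-opioid receptor · Signal – Fluo4 calcium-sensitive dye fluorescence, kinetic, 1 Hz baseline · Benchmarks – buffer (low) and maximal DAMGO (high) · Read-out – B score of integrated fluorescence ratio per well · Incubation – dye loading 45 min room temperature, 110 s kinetic read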
MrgX1 antagonist = antagonists of human MrgX1 receptor, primary screen, HEK293 cells, Fluo-4 calcium flux | Mas-related G-protein coupled receptor member X1 (Homo sapiens), Q96LB2 | BAM8-22 antagonism; active compounds read low | AID 588676, 2011 | actives 1.3% (n = 310,000) | B-score at 10 µM;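 active = calcium-response B-score plate-corrected more than 3 library SD below zero, starting fluorescence within 5 deviations, no agonist response on first addition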;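 also: peak minus trough fluorescence over baseline after final BAM8-22 challenge near maximal dose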
TRPC6 inh = mouse TRPC6 channel inhibitors, primary screen, cell-based, HEK293, membrane potential dye; ACh-evoked depolarization; active compounds read low; B-score at 10 µM; actives 1.1% (n = 310,000);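 active = B-score under library mean minus 3 SD, initial fluorescence not abnormally high, positive integrated signal ratio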;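 also: B-score derived from integrated fluorescence ratio over the kinetic read; more negative B-score means stronger inhibition of depolarization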
TRPC4 inh = inhibitors of mouse TRPC4 channel, primary screen, Fluo4 calcium, HEK293 TRPC4beta/mu-opioid cells; DAMGO-evoked Fluo4 calcium flux; active compounds read low; B-score at 10 µM; actives 0.39% (n = 300,000);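 active = B-score over 3 SD under the library average, no early fluorescence shift, positive overall ratio signal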
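Assay system: TRPC4beta/mu-opioid receptor HEK293 cell line; compound dosing: single concentration per test compound; detection: Fluo4 Ca2+ flux fluorescence; evaluation: per-well B score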
HIF activator = HIF pathway transcriptional activators, primary screen, cell-based, U2OS HRE-luciferase, luminescence | U2OS HRE-luciferase reporter; normalized: DMSO 0%, desferrioxamine 100% | actives 0.32% (n = 300,000) | activation, % at 7.5 µM (by protocol);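 active = mean activation of at least 10% of the iron chelator positive control signal, with at least half of replicates also reaching 10%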
MrgX1 ag = agonists of human MrgX1 receptor, primary screen, HEK293 cells, Fluo-4 calcium flux; Mas-related G-protein coupled receptor member X1 (Homo sapiens), Q96LB2; Fluo-4 calcium fluorescence, agonist mode; active compounds read high; B-score at 10 µM; actives 0.44% (n = 310,000); AID 588627, 2011;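 active = calcium response B-score plate-corrected fluorescence ratio at least 3 library SD, with starting fluorescence B-score inside 5 SD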
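System: HEK293 cells stably expressing human MrgX1 receptor; Dosing: test compound in the initial addition of three; Schedule: overnight plating, then 30 min 37 °C plus 30 min room-temperature dye loading; Detection: kinetic calcium dye fluorescence, Fluo-4 NW; Controls: per-plate positive and negative controls for Z′ factor.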
TRPC4 potent = positive allosteric modulators of TRPC4, primary screen, cell-based, mouse TRPC4beta, HEK293 mu-opioid, Fluo-4 calcium; AID 2227, 2009; B-score at 10 µM; DAMGO EC20, Fluo-4 Ca2+ flux; active compounds read high; Short transient receptor potential channel 4 (Mus musculus), Q9QUQ5; actives 0.42% (n = 310,000);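 active = B-score of calcium response area above 5 SD of library B-scores, with initial fluorescence ratio within 5 SD of library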;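 also: B-score of integrated fluorescence ratio over time as area under calcium response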
MrgX1 PAM = positive allosteric modulators of MrgX1, primary screen, HEK293 cells, Fluo-4 calcium flux | B-score at 10 µM | actives 0.63% (n = 310,000) | Mas-related G-protein coupled receptor member X1 (Homo sapiens), Q96LB2 | FDSS; active compounds read high;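 active = plate-corrected calcium response at least 3 library SD above typical, normal starting fluorescence, not activating the receptor alone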;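 also: compound read alongside a low EC10 to EC30 dose of BAM8-22 agonist; peak minus trough fluorescence over baseline measured at the second addition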
PolyA inhibitor = polyadenylation inhibitors in yeast reporter cells, primary screen, luminescence, S. cerevisiae; S. cerevisiae SKY197-pL101 polyadenylation reporter, beta-gal luminescence; efflux-impaired pdr1/pdr3 knockout yeast; score 100 = 6 SD above DMSO; calls only at 12 µM; actives 0.02% (n = 300,000);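 active = lowest replicate activity score at least 50, where 100 means six control SD above control mean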;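 also: yeast exposed to compound for 9 h at 30 °C; higher score means more reporter readthrough which indicates perturbed polyadenylation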
TRPC6 activator = mouse TRPC6 channel activators, primary screen, cell-based, HEK293, membrane potential dye; B-score at 10 µM; AID 2550, 2010; HEK293-TRPC6 membrane potential dye fluorescence; active compounds read high; actives 0.13% (n = 310,000); Short transient receptor potential channel 6 (Mus musculus), Q61143;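 active = B-score of the integrated fluorescence ratio above library mean plus 3 SD, and starting fluorescence ratio within library mean plus 5 SD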;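 also: higher score means more depolarization so channel activation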
* hit, by the source's call; i = inactive; . = no result given.

SMILES	AI-2 QS mod	TRPC4 act	MrgX1 antagonist	TRPC6 inh	TRPC4 inh	HIF activator	MrgX1 ag	TRPC4 potent	MrgX1 PAM	PolyA inhibitor	TRPC6 activator
CCc1ccc(-c2cc(C(=O)O)c3ccccc3n2)s1	-31.5	i	i	i	i	2.1	i	i	i	i	i
CCCOc1ccc(C2c3c(oc4ccccc4c3=O)C(=O)N2CCN(CC)CC)cc1OC (stereo unspecified)	5.4	i	i	i	i	0.3	i	i	i	i	i
O=C(CCC(=O)NNC(=O)c1ccc([N+](=O)[O-])cc1)NCc1ccccc1	5.7	i	i	i	i	-0.3	i	i	i	i	i
CC1CCN(C(=O)c2cc(Cl)ccc2NC(=O)c2ccco2)CC1	20.8	i	i	i	i	0.8	i	i	i	i	i
O=C(Cc1n[nH]c(=O)c2ccccc12)N/N=C/c1cc2c(cc1Cl)OCO2	.	i	i	i	i	0.7	i	i	i	i	i
O=C(Nc1ccccc1)Nc1nc(-c2ccc(Cl)cc2)cs1	14.1	i	i	i	i	.	i	i	i	i	i
Cc1ccc(N=Nc2c(N)n[nH]c2N)cc1	9.9	i	i	i	i	0.7	i	i	i	i	i
CCc1c(C(=O)O)[nH]c2ccc(Br)cc12	13.6	i	i	i	i	0.2	i	i	i	i	i
CC1CCCCC1NC(=O)CN(C)S(=O)(=O)c1ccc2c(c1)c(=O)n(C)c(=O)n2C (stereo unspecified)	13.0	i	i	i	i	-0.1	i	i	i	i	i
CC1CCCN(CCCNC(=O)C2CCCN(c3ncnc4c3nc3n4CCCCC3)C2)C1 (stereo unspecified)	11.4	i	i	i	i	-0.1	i	i	i	i	i
Brc1ccc(-c2csc(NC3=NCCCCC3)n2)cc1	20.8	i	i	i	i	2.3	i	i	i	i	i
O=S(=O)(c1ccc(NC(=S)NCc2ccncc2)cc1)N1CCCCC1	17.4	i	i	i	i	1.1	i	i	i	i	i
O=C(NCCS(=O)CCNC(=O)C(F)(F)F)C(F)(F)F	3.1	i	i	i	i	0.2	i	i	i	i	i
O=C(c1ccc(N2CCOCC2)c([N+](=O)[O-])c1)N1CCN(S(=O)(=O)c2cccs2)CC1	8.8	i	i	i	i	-0.6	i	i	i	i	i
Cc1ccc(NC(=O)COC(=O)Cn2cnc3ccccc32)c([N+](=O)[O-])c1	4.4	i	i	i	i	-0.3	i	i	i	i	i
O=C(CCCN1C(=O)/C(=C/c2ccccc2Cl)SC1=S)N1CCOCC1	-3.3	i	i	i	i	-2.0	i	i	i	i	i
CCCN(CCC)S(=O)(=O)c1ccc(NC(=O)c2cc(C(=O)OC)cc([N+](=O)[O-])c2)cc1	17.4	i	i	i	i	-0.8	i	i	i	i	i
COc1ccc(NC(=O)C2CCN(S(=O)(=O)c3ccc(N4CCCC4=O)cc3)CC2)c(OC)c1	-0.5	i	i	i	i	-0.2	i	i	i	i	i
COc1ccccc1-c1coc2c(CN3CCN(CCO)CC3)c(O)ccc2c1=O	1.9	i	i	i	i	-0.1	i	i	i	i	i
O=C(N/C(=C\c1cccc(Br)c1)C(=O)N1CCCCC1)c1ccco1	46.6	i	i	i	i	-0.4	i	i	i	i	i
COc1cc(-c2[nH]ncc2CN2CCSCC2)cc(OC)c1OC	14.5	i	i	i	i	-0.1	i	i	i	i	i
CCCCCn1c(=O)[nH]c2cc(C(=O)N3CCN(CC)CC3)ccc2c1=O	17.6	i	i	i	i	0.0	i	i	i	i	i
Cn1c(=O)c2c(nc(Cl)n2Cc2ccc(Cl)c(Cl)c2)n(C)c1=O	-1.9	i	i	i	i	-0.3	i	i	i	i	i
CCOC(CCNC(=O)c1cn(-c2cccc(C)n2)cn1)OCC	27.2	i	i	i	i	0.1	i	i	i	i	i
Cc1ccc(CN(Cc2ccccc2)C(=S)Nc2ccccc2C)o1	18.4	i	i	i	i	0.1	i	i	i	i	i
COc1ccc(CNC(=O)c2nnn(CC(=O)Nc3cc(C)cc(C)c3)c2N)cc1	12.9	i	i	i	i	-0.4	i	i	i	i	i
CCOc1ccccc1N(CC(=O)Nc1ccc(OC)cc1)S(=O)(=O)c1ccccc1	2.1	i	i	i	i	0.4	i	i	i	i	i
CCN(CC)S(=O)(=O)c1ccc(OC)c(NC(=O)Cn2cnc3c2c(=O)n(C)c(=O)n3C)c1	18.3	i	i	i	i	0.4	i	i	i	i	i
O=C(c1ccc([N+](=O)[O-])o1)N1CCN(c2nc3ccc(F)cc3s2)CC1	24.1	i	i	i	i	-1.1	i	i	i	i	i
C=CCn1c(-c2ccc(Cl)cc2)cnc1SC(C)C(N)=O (stereo unspecified)	22.9	i	i	i	i	0.6	i	i	i	i	i
CC(C)(C)NCC(O)COc1ccccc1C(C)(C)C (stereo unspecified)	25.1	i	i	i	i	-0.1	i	i	i	i	i
Cc1ccc(S(=O)(=O)Nc2ccc(C(=O)NCc3ccncc3)cc2)cc1	22.1	i	i	i	i	0.1	i	i	i	i	i
OCCN(CC#CC(O)(c1ccccc1)c1ccccc1)CCO	13.2	i	i	i	i	1.0	i	i	i	i	i
O=C1C(Cc2ccccc2)S/C(=N/N=C/c2ccco2)N1c1ccccc1 (stereo unspecified)	16.3	i	i	i	i	0.2	i	i	i	i	i
CCOC(=O)CN1C(=O)N[C@@H](c2cccc(C(F)(F)F)c2)C(C(=O)OC)=C1C	-0.3	i	i	i	i	-0.8	i	i	i	i	i
CCOc1ccc(OCCCCN(C)C)cc1	21.0	i	i	i	i	-0.1	i	i	i	i	i
CC(=O)c1ccc(N2CCN(S(=O)(=O)c3csc(C(N)=O)c3)CC2)cc1	8.3	i	i	i	i	-0.6	i	i	i	i	i
CCc1cc2c(=O)c(-c3ccc(F)cc3)c(C(F)(F)F)oc2cc1OCC(=O)O	-1.7	i	i	i	i	-0.2	i	i	i	i	i
COc1ccc(CCNC(=O)CN(c2ccc(OC)c(OC)c2)S(=O)(=O)c2ccccc2)cc1OC	6.3	i	i	i	i	-0.1	i	i	i	i	i
COCC(C)NC(=O)CCc1nnc(C2(c3ccc(Cl)cc3)CCC2)o1 (stereo unspecified)	1.8	i	i	i	i	0.9	i	i	i	i	i
O=C(Nc1ccccc1)C1=C[C@H](c2ccccc2)C[C@H](OCc2ccc(CO)cc2)O1	5.1	i	i	i	i	-0.3	i	12*	7.32*	i	i
COc1cccc(NC(=O)CN(C)C(=O)COc2cc(C)ccc2Cl)c1	9.5	i	i	i	i	0.0	i	i	i	i	i
Cc1onc(-c2ccccc2)c1C(=O)N(Cc1ccccn1)Cc1ccccn1	8.2	i	i	i	i	-0.2	i	i	i	i	i
Cn1c(=O)c2c(nc(N/N=C/c3cccs3)n2Cc2ccccc2)n(C)c1=O	20.9	i	i	i	i	0.3	i	i	i	i	i
Cc1ccc(S(=O)(=O)N2CCN(c3cnn(C)c(=O)c3Cl)CC2)cc1	12.1	i	i	i	i	0.2	i	i	i	i	i
CCn1c(C(=O)NCCCN2CCc3ccccc3C2)cc2sccc21	20.1	i	i	i	i	0.0	i	i	i	i	i
COC(=O)c1ccccc1NC(=O)COC(=O)CO/N=C(\C)c1ccc2c(c1)OCO2	9.5	i	i	i	i	0.0	i	i	i	i	i
Clc1cccc(NCc2nnc3n2CCCCC3)c1	17.2	i	i	i	i	0.7	i	i	i	i	i
O=C(CSc1nnc(Cc2ccccc2)o1)NC1CC2CCC1C2 (stereo unspecified)	1.5	i	i	i	i	0.2	i	i	i	i	i
CC(C)c1ccc(CN2CC(C(=O)Nc3ccccc3)CC2=O)cc1 (stereo unspecified)	26.5	i	i	i	i	-0.3	i	i	i	i	i
Cc1ccc(NS(=O)(=O)c2ccc(C3CCCCC3)cc2)cc1	23.4	i	i	i	i	-1.6	i	i	i	i	i
S=c1[nH]nc(-c2ccccc2)o1	43.4	i	i	i	i	-0.1	i	i	i	i	i
Cc1cc(O)cc(O)c1C(=O)Cc1cnn(-c2ccccc2)c1	-21.9	i	i	i	i	0.5	i	i	i	i	i
COC(=O)C1(C)NC(=O)c2ccccc2N1 (stereo unspecified)	-23.8	i	i	i	i	-0.5	i	i	i	i	i
C/C(N)=C(/C#N)C(=O)CSc1nn(-c2ccc(Cl)cc2)c(=S)s1	9.9	i	i	i	i	2.2	i	i	i	i	i
O=C(NCCc1ccc(O)c(O)c1)C1COc2ccccc2O1 (stereo unspecified)	0.6	i	i	i	i	0.0	i	i	i	i	i
COc1ccc(C(=O)NCS(=O)(=O)c2ccc(C)cc2)cc1	9.6	i	i	i	i	-0.2	i	i	i	i	i
COc1cccc(C2NC(=O)c3ccccc3O2)c1OC (stereo unspecified)	1.1	i	i	i	i	0.0	i	i	i	i	i
COc1ccc(NC(=O)C(c2ccccc2)c2ccccc2)c(OC)c1	21.2	i	i	i	i	2.5	i	i	i	i	i
C[C@H](NC(=O)c1ccccc1Cl)C(=O)Nc1ccccc1F	6.9	i	i	i	i	0.0	i	i	i	i	i
COc1cc(CCC(=O)N2CCN(c3ccc([N+](=O)[O-])cc3)CC2)cc(OC)c1OC	9.7	i	i	i	i	0.5	i	i	i	i	i
COc1ccccc1N1CCN(C(=O)C2CCCO2)CC1 (stereo unspecified)	20.7	i	-8.23*	i	i	0.3	i	i	i	i	i

This is a subset; rates above refer to the full screens.
